12-LOX inh: inhibitors of human 12S-lipoxygenase ALOX12 | P18054 | purified 12hLO, xylenol orange hydroperoxide absorbance | Potency, µM (top dose mostly 108 µM), for the others: at the highest dose activity change, negative = inhibition, most hits filed as inhibitors | actives 1.1% (n = 580,000); further: potency means the concentration at half of the fitted maximal effect
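Purified human 12hLO (150 nM final) in 25 mM Hepes, 0.01% Triton X-100, pH 7.0 was preincubated 15 min at room temperature with compound. Then 40 uM arachidonic acid was added, 30 min. Hydroperoxide was read by Fe-XO absorbance ratio 573/405 nm.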
PI4K2A inh: blocks human PI4K2A kinase activity; Q9BTU6; purified PI4K2A, ADP-Glo luminescence, 1 h; hits give low values; activity change, negative = inhibition, % at 76.9 µM; actives 0.13% (n = 420,000); in the data active means activity change below about -50%; inconclusive means mostly about -30% to -49%;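 further: -100% = wells without enzyme as full effect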
Target sequence (Q9BTU6 whole entry, looked up): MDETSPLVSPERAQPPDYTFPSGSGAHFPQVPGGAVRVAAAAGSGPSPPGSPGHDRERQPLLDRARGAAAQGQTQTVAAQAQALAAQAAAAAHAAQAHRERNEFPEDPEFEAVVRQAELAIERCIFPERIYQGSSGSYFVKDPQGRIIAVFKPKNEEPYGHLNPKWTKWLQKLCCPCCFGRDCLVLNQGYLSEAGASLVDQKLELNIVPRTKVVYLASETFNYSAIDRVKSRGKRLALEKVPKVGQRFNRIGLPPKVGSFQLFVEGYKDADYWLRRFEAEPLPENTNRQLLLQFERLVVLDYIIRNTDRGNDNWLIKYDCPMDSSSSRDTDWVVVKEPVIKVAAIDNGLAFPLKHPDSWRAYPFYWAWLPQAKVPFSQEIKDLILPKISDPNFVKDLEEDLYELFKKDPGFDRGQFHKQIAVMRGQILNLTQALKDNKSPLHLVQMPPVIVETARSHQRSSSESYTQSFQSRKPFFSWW
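In this quantitative HTS, ADP production by PI4K2A was quantified luminescently after 1 h at ambient temperature; 100 microM adenosine served as plate-quality control.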
GLS inh: blocks human kidney-isoform glutaminase activity. O94925. GLS enzymatic activity, qHTS titration. actives 0.21% (n = 410,000). Potency, µM (titrated, usually from 45.5 µM), for the others: top-dose activity change, negative = inhibition, hits mostly inhibitors; further: potency means the concentration at half of the fitted maximal effect
Target sequence (O94925 whole entry, looked up, canonical isoform): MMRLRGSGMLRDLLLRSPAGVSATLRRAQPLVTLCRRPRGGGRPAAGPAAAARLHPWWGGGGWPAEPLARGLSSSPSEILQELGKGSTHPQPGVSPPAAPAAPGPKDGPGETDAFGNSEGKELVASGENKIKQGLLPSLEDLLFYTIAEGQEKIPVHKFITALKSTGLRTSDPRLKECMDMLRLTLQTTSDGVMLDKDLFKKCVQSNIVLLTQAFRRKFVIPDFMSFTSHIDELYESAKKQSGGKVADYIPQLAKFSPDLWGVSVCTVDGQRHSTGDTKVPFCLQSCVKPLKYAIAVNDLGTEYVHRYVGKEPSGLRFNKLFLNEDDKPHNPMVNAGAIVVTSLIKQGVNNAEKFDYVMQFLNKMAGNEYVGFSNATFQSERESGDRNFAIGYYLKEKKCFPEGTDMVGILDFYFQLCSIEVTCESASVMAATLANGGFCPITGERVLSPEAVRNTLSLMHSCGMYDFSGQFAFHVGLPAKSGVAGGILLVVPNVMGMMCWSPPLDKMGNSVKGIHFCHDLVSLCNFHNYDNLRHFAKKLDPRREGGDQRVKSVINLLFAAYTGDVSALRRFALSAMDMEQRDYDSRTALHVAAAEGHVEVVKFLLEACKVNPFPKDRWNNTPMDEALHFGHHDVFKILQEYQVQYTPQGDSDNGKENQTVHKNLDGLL
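Enzyme dispensed in phosphate buffer (45 mM, pH 8.2, 0.02% Tween-20), compounds pinned in, then 1 mM L-glutamine solution and the glutamate oxidase–HRP–Amplex Red mix added; fluorescence read immediately and again after 30 min at room temperature.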
* marks the source's active call; other numbers are inactive results; ? = inconclusive; [ ] = remark or other dose. Unless noted, the call rests on the fitted dose curve; in most records, active means well fitted inhibition curve with a large enough effect; inconclusive means small, poorly fitted or top-dose-only effect, or another doubt; inactive means no such curve, though single readings can be large or run the other way. Unless noted, on the % scale 0 is the no-effect control and ±100 the full control effect. These rows are one share of the data; count on the stated rates, not on these rows.

SMILES	12-LOX inh	PI4K2A inh	GLS inh
O=C(NCCC1=CCCCC1)c1[nH]c(C(F)(F)F)nc1-c1ccccc1	4%	0	-9%
CC1(C(=O)NS(=O)(=O)c2ccccc2Cl)CCN1C(=O)COc1ccc(Cl)cc1 (centres undefined)	?	-2	11%
CN(C)CCN(C(=O)c1ccc2ccccc2c1)c1nc2cc3c(cc2s1)OCO3	?	-5	11%
O=C(NCCN1CCC(n2c(=O)[nH]c3ccccc32)CC1)c1cccc(F)c1	45µM*	3	-17%
CC(C)CC1NC(=O)c2cccnc2-n2c1nc1cc(F)c(F)cc1c2=O (centres undefined)	8%	1	-4%
CNc1ccc(-c2cccc(C#N)c2)cn1	4%	5	7%
COc1ccccc1N(C)S(=O)(=O)c1ccc(C(=O)N(C)Cc2cccc(OC)c2OC)cc1	8%	1	-9%
COc1cc(OC)c(C(=O)Nc2cc(S(=O)(=O)N3CCOCC3)ccc2N2CCOCC2)cc1OC	2%	0	-3%
CCCCCC(=O)N1C[C@@H](n2cc(C3CC3)nn2)[C@H](O)C[C@@H]1c1ccccc1	19%	1	10%
CC1(c2nc3ccccc3cc2C#N)OCCO1	-6%	-5	-2%
Cc1cc(F)ccc1-c1cc(C(=O)Nc2ccc(F)cc2)[nH]n1	-17%	-4	-2%
O=[N+]([O-])c1cc2c(c([N+](=O)[O-])c1)Nc1ccccc1O2	-25%	-3	-11%
COc1ccccc1-c1noc2c1C(=O)N(C(=O)OC(C)(C)C)CC2	-4%	-2	0%
CC(C)N(c1ccccc1)c1ccc(NC(=O)[C@@H]2O[C@H](CO)[C@@H](O)[C@H]2O)cc1	5%	-4	-9%
COCCNC(=O)C1(C)CCN(C(=O)c2nc(C)oc2C)C1 (centres undefined)	9%	-3	-3%
CC(C)CC(N)c1csc(NC(=O)Nc2ccccc2C(C)C)n1 (centres undefined)	-1%	-2	6%
Cc1ccccc1S(=O)(=O)NC(=O)C1(C)CCN1C(=O)Cc1ccccc1Cl (centres undefined)	-21%	1	6%
O=S1(=O)CC(N2CCC(c3ccccc3)CC2)CN1Cc1ccccc1 (centres undefined)	2%	1	1%
CCOC(=O)C1=CCC(c2ccccc2)N(S(=O)(=O)c2ccccc2[N+](=O)[O-])C1 (centres undefined)	-13%	5	-10%
C(=NNc1ccc2ccccc2n1)c1ccccn1	-26%	-29	20%
CC(C)C[C@@H](CN1CCC[C@@H]1CN1C(=S)NC[C@@H]1Cc1ccc(O)cc1)N1C[C@H](Cc2ccc(O)cc2)N(CC2CCCCCC2)C1=S	-71%	0	22%
COc1ccc(C2=Nc3ccccc3NC(=O)C2N(C(=O)c2cnc(C)cn2)c2ccc(N3CCOCC3)cc2)cc1 (centres undefined)	4%	-5	57%[activator]
COc1cc(OC)cc(-c2c(Sc3ccccc3)c3cc(-c4cnc(OC)nc4)ccc3n2C)c1	3%	0	-6%
CCOC(=O)[C@]12CCC=C1N(CCC1=CCCCC1)C(=O)[C@H](CC(=O)NCc1ccc(C)o1)C2	?	-5	?
NNC(=O)Cc1cccc2ccc(Cl)cc12	16%	-2	0%
Cn1c(=O)c2c(-c3ccccc3)n(-c3ccccc3N)cc2n(C)c1=O	17%	8	4%
Cc1ccc(Cc2c(-c3ccc(Br)cc3)nc3ccc(Cl)cn23)cc1	35µM*	-5	1%
Cc1ccc2cc(NC(=O)C3(C)CCN3CC(C)C)ccc2n1 (centres undefined)	-14%	-3	1%
Cc1ccc(NC(=O)C2(C)CCN2C(=O)Cc2ccc(C(C)C)cc2)cc1 (centres undefined)	-12%	2	-8%
CCOC(=O)c1c(C)[nH]c(C(=O)OCc2nc3ccsc3c(=O)[nH]2)c1C	-3%	-3	21%
OC[C@@H]1CN(Cc2cccc(C(F)(F)F)c2)C[C@H](n2cnc3c(NCc4ccc(F)cc4)ncnc32)O1	-24%	-1	-4%
CCCN(C)C1CN(Cc2cn(CCCC(=O)OC)nn2)S(=O)(=O)C1 (centres undefined)	-29%	1	-13%
CC1(Cc2ccccc2Cl)C(=O)Nc2c(Cl)ccc(Cl)c21 (centres undefined)	?	-5	?
OC(c1ccco1)c1nc(-c2cccs2)cs1 (centres undefined)	18µM*	-8	7%
COc1ccc(-n2c(C)c3c(C)nnc(C)c3c2C)cc1OC	-1%	-6	-5%
O=C(OC1CC2CC1[C@H]1CCCCN1C2=O)N1CCN(S(=O)(=O)c2ccccc2)CC1 (some centres undefined)	8%	5	0%
CCCc1ccc(S(=O)(=O)N2CCN(C(=O)c3cc(C)on3)CC2)cc1	-7%	-1	2%
NCc1csc(Nc2nncc3ccccc23)n1	-8%	-3	8%
Cc1ccc(S(=O)(=O)NCc2cccc([N+](=O)[O-])c2)cc1	?	-2	-1%
Cn1c(=O)c2cc(NC(=O)NCc3ccc(F)cc3)ccc2n1Cc1cccc(C(F)(F)F)c1	?	1	-6%
COc1cccc(CNc2nc3cc(-c4csc5ccccc45)sc3c(=O)n2C)c1	-59%	1	5%
COC(=O)[C@]12CCCCC=C1N(Cc1cccc3ccccc13)C(=O)[C@H](CC(=O)NCc1cccc(C(F)(F)F)c1)C2	8%	-2	-3%
Cc1ccc(CNC(=O)OC2CC3CC2[C@H]2CCCCN2C3=O)cc1 (some centres undefined)	0%	0	9%
C[C@@H]1CCCCO[C@@H](CN(C)S(=O)(=O)c2cn(C)cn2)[C@@H](C)CN([C@H](C)CO)C(=O)c2cc(N(C)C)ccc2O1	-10%	-6	32%[activator]
CSc1c2c([nH]c(=O)c1C#N)-c1ccccc1CC2	-28%	1	-12%
O=C(CC[C@H]1O[C@@H](n2cnc3c(NC(=O)c4ccccc4)ncnc32)[C@H](O)[C@@H]1O)NCc1nc2ccccc2[nH]1	?	-1	0%
CC(C)C[C@H]1CNC(=S)N1CC1CCCN1C[C@H](Cc1ccccc1)N1C[C@H](Cc2ccccc2)N(CC2CCCCC2)C1=S (some centres undefined)	?	-5	?
CC1(C(=O)NS(=O)(=O)c2cccc(OC(F)F)c2)CCN1C(=O)c1ccccc1 (centres undefined)	?	4	-15%
Clc1ccc(-c2nc3c4ccccc4ccn3c2Cc2cccc(Cl)c2)cc1	0%	-11	-12%
O=C(NC1CCCC1)C1c2ccccc2OCC(=O)N1Cc1ccccc1 (centres undefined)	-25%	2	-2%
O=C1c2cc3c(cc2CCC1c1ccc2c(c1)OCO2)OCO3 (centres undefined)	?	-4	-10%
COc1ccc(C(O)c2ncc(-c3ccc4ccccc4c3)[nH]2)cc1 (centres undefined)	0%	3	5%
COC(=O)c1cc(OC)c(OC)cc1NC(=O)CCN1C(=O)C2CCCCC2C1=O (centres undefined)	-6%	5	-1%
CC1(C)N=C(N)N=C(N)N1c1ccc(OCC(=O)N2CCOCC2)c(Cl)c1	-25%	-1	0%
O=C(NC(c1ccccc1)c1ccc2ccccc2n1)C1CCN(CCOc2ccc(Cl)cc2)CC1 (centres undefined)	?	-4	-6%
N#CCC(=O)Nc1ccc(C(=O)Nc2cccc(S(=O)(=O)N3CCCC3)c2)cc1	-34%	1	-2%
OC(c1ccc(Cl)cc1)c1ncc(-c2ccc(Oc3ccccc3)cc2)[nH]1 (centres undefined)	-14%	2	-3%
CNc1cc(-c2cccc(OC)c2F)nc2ccnn12	-7%	-2	-13%
COc1ccccc1CNC(=O)COC(=O)Cn1cnc2c1c(=O)n(C)c(=O)n2C	6%	-4	0%
CCCC(=O)N1CCCC1(C)C(=O)Nc1ccc(-n2cccc2)cc1 (centres undefined)	-9%	-6	7%

More results follow.
SMILES	12-LOX inh	PI4K2A inh	GLS inh
COc1cc(NC(=O)Nc2nc(C(N)CCc3ccccc3)cs2)cc(OC)c1OC (centres undefined)	?	-6	17%
Cc1c(C(=O)NCc2cccc(Cl)c2)sc(=O)n1Cc1ccc(C(=O)N(C)C)cc1	9%	-1	-3%
COc1ccccc1S(=O)(=O)N(C)C[C@H]1Oc2cc(Br)ccc2S(=O)(=O)N([C@@H](C)CO)C[C@H]1C	-4%	5	3%
Cc1ccc(NC(=O)C2(C)CCN2C(=O)C2(c3ccc(Cl)cc3)CC2)cc1 (centres undefined)	-9%	0	-3%
COc1ccc2c(c1)c[n+](C)c1c3cc(OC)c(OC)cc3ccc21	?	-8	?
CCCCCC(=O)N1C[C@H](O)[C@@H](n2cc(-c3ccc(F)cc3)nn2)C[C@@H]1c1ccc(OC)cc1	?	-5	-6%
O=C(Nc1ccc2c(c1)OCCO2)C1c2ccccc2OCC(=O)N1C1CC1 (centres undefined)	?	1	1%
O=C(O)C(=O)Nc1ncn[nH]1	-72%	9	1%
CCN(CC)C(=O)C1=C(C)N(Cc2ccccc2)C(=O)C(CC(=O)NCc2cccs2)C1 (centres undefined)	11%	1	-1%
COCCNC(=O)C1CCCN(C(=O)Cc2ccc(F)cc2)CC1 (centres undefined)	-22%	1	-6%
CCC/C=C/c1ccc(CN2C(CC(C)C)C(=O)N(Cc3cn(CC4CCCCC4)nn3)CCS2(=O)=O)cc1 (centres undefined)	2%	2	3%
C[C@@H]1CN([C@@H](C)CO)C(=O)CCCn2nncc2CO[C@@H]1CN(C)S(=O)(=O)c1ccccc1F	-25%	-2	1%

Rewritten as comma-separated lines: entries from further up
canonical_smiles,12-LOX inh,PI4K2A inh,GLS inh
OC(c1ccc(Cl)cc1)c1ncc(-c2ccc(Oc3ccccc3)cc2)[nH]1 (centres undefined),-14%,2,-3%
CNc1cc(-c2cccc(OC)c2F)nc2ccnn12,-7%,-2,-13%
COc1ccccc1CNC(=O)COC(=O)Cn1cnc2c1c(=O)n(C)c(=O)n2C,6%,-4,0%
CCCC(=O)N1CCCC1(C)C(=O)Nc1ccc(-n2cccc2)cc1 (centres undefined),-9%,-6,7%
COc1cc(NC(=O)Nc2nc(C(N)CCc3ccccc3)cs2)cc(OC)c1OC (centres undefined),?,-6,17%
Cc1c(C(=O)NCc2cccc(Cl)c2)sc(=O)n1Cc1ccc(C(=O)N(C)C)cc1,9%,-1,-3%
COc1ccccc1S(=O)(=O)N(C)C[C@H]1Oc2cc(Br)ccc2S(=O)(=O)N([C@@H](C)CO)C[C@H]1C,-4%,5,3%
Cc1ccc(NC(=O)C2(C)CCN2C(=O)C2(c3ccc(Cl)cc3)CC2)cc1 (centres undefined),-9%,0,-3%
COc1ccc2c(c1)c[n+](C)c1c3cc(OC)c(OC)cc3ccc21,?,-8,?
CCCCCC(=O)N1C[C@H](O)[C@@H](n2cc(-c3ccc(F)cc3)nn2)C[C@@H]1c1ccc(OC)cc1,?,-5,-6%
O=C(Nc1ccc2c(c1)OCCO2)C1c2ccccc2OCC(=O)N1C1CC1 (centres undefined),?,1,1%
O=C(O)C(=O)Nc1ncn[nH]1,-72%,9,1%
CCN(CC)C(=O)C1=C(C)N(Cc2ccccc2)C(=O)C(CC(=O)NCc2cccs2)C1 (centres undefined),11%,1,-1%

Some of the entries so far, with values under each structure.
The line under a structure holds: 12-LOX inh | PI4K2A inh | GLS inh
- CCCCCC(=O)N1C[C@H](O)[C@@H](n2cc(-c3ccc(F)cc3)nn2)C[C@@H]1c1ccc(OC)cc1
    ? | -5 | -6%
- O=C(O)C(=O)Nc1ncn[nH]1
    -72% | 9 | 1%

Additional results follow:
SMILES	12-LOX inh	PI4K2A inh	GLS inh
c1ccc(-c2cc3nc(NCC4CC4)nc(NCC4CCCCC4)c3s2)cc1	?	-5	-4%
S=c1[nH]c2nc(Cl)c(Cl)nc2[nH]1	?	5	-3%
OCC[C@@H]1C[C@H](O)[C@@H](O)[C@]2(OCc3cc(Cl)ccc32)O1	-9%	-1	-2%
O=C(Nc1cccc(C(F)(F)F)c1)c1csc([C@@H]2C[C@H](O)[C@@H](CO)O2)n1	11%	6	-3%
COc1cccc(-c2cnc(C(O)c3ccc(Cl)c(Cl)c3)[nH]2)c1 (centres undefined)	-3%	0	-2%
N#Cc1ccccc1S(=O)(=O)N1CCN(Cc2cc3c(cc2Br)OCCO3)CC1	?	2	-1%
O=C(Cn1ccc(=O)[nH]c1=O)c1ccc([N+](=O)[O-])o1	2%	-16	1%
COc1cccc(CNC(=S)Nc2ccc3c(c2)c(=O)n(C)n3Cc2ccccc2)c1	?	2	31%[activator]
CCCS(=O)(=O)NC(=O)C1(C)CCCN(C(=O)c2ccco2)C1 (centres undefined)	-23%	-1	0%
Cc1ccc([C@H]2C[C@@H](n3cc(COC(=O)c4ccccc4)nn3)[C@H](O)CN2CC2CCCCC2)cc1	0%	-2	-1%
CC1=C(C(=O)N(C(C)C)C(C)C)CC(CC(=O)NCc2cccs2)C(=O)N1Cc1ccc(C(C)(C)C)cc1 (centres undefined)	-1%	-6	11%
COc1ccccc1-c1ccc([C@@H]2C[C@H]3[C@H](CON3C)CN2C(=O)c2ccco2)cc1	-3%	-2	3%
COCC1CCN(C(=O)c2ccc3nc(Cc4cccc(Cl)c4)oc3c2)CC1	-18%	1	0%
COc1cccc(-c2ccc(NC(=O)C3CCCN(Cc4ccccn4)C3)cc2)c1 (centres undefined)	-2%	-2	1%
O=C(NCc1nnnn1-c1ccc(F)cc1)C(=O)c1c[nH]c2ccccc12	-7%	5	2%
O=C1NC[C@H](CCCCN2C[C@H](Cc3ccc(O)cc3)N(CCc3ccc(O)cc3)C(=O)C2=O)N(CCc2ccc(O)cc2)C1=O	-9%	-10	-4%
O=C(O)c1cccc(-c2csc(C(O)(c3ccccc3)C(F)(F)F)n2)c1 (centres undefined)	1%	-5	13%
